# Screens: PubChem, several laboratories
# proCasp7 act = procaspase-7 activators, primary screen, counter-screen for procaspase-3 activator project, biochemical, absorbance, HTS, human. Caspase-7 (Homo sapiens), P55210. recombinant procaspase-7, Ac-DEVD-pNA absorbance 405 nm; D23A/D198A/D206A triple mutant, cannot self-cleave; scale: DMSO 0, 5 µM enzyme 100. activation, % at 8.5 µM. 0.093% of 330,000 active. AID 463210, 2010;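 active = percent activation above the screen-wide mean plus 3 SD, cut at about 25% in these data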
# Target sequence (P55210 whole entry D23A/D198A/D206A): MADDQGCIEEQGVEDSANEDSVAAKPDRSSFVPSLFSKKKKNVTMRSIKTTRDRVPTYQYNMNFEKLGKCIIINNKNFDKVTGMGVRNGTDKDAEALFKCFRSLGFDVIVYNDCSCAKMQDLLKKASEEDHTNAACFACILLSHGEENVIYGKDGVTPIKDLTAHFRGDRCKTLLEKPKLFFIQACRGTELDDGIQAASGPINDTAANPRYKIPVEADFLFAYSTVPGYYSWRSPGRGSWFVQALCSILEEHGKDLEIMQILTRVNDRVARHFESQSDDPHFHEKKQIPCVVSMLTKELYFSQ
#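 buffer or medium = Zinc-free HEPES/NaCl buffer, pH 7.4 | material = Procaspase-7 triple mutant (PC-7 D3A) | input = 2 µM procaspase-7 mutant as dispensed | signal = Epi-absorbance of released pNA at 405 nm, two timepoints | timing = 1 h preincubation, 2 h reaction | replicates = singlicate compound testing | evaluation = % activation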
# RPL19A TOR yeast = RPL19A-GFP expression modulators in yeast, primary screen, cell-based, S. cerevisiae, multiplex flow cytometry, MLPCN | AID 2025, 2009 | 0.3% of 330,000 active | S. cerevisiae RPL19A-GFP strain, 3 h; active compounds read low | percent response vs DMSO, % at 10 µM;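 active = percent response vs DMSO below 50%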;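 also: median channel GFP fluorescence of the barcoded RPL19A-GFP strain; ratio of sample median GFP to plate DMSO average so 100% = DMSO; lower means less RPL19A-GFP as with rapamycin TOR inhibition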
# Yeast superoxide = reduction of superoxide in aged yeast, primary screen, HTS | S. cerevisiae aged cells, superoxide DHE fluorescence; active compounds read low | AID 2690, 2010 | 0.18% of 330,000 active | superoxide response (% of plate mean), % at 10 µM;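 active = superoxide response under a set limit, about three screen SD below normal, cut at about 65% in these data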;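 also: yeast aged for seven days with compound at 30 °C before DHE staining; 100% = average MFI of all compound-treated wells on the plate with controls excluded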
# JMJD2C inh = inhibitors of GASC-1 histone demethylase, primary screen, biochemical, fluorescence, DELFIA europium; Lysine-specific demethylase 4C (Homo sapiens), Q9H3R0; GST-JMJD2C(1-420) H3K9me3 demethylation; inhibition, % at 2.35 µM; 0.069% of 330,000 active; AID 2099, 2009;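 active = more than half of a compound's replicate wells show inhibition beyond 50%, single wells judged on their own value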;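 also: signal counts dimethyl H3K9 product captured on neutravidin plate; 0% = median of DMSO wells and 100% = 0.3 times that DMSO median; strong numbers were not always called active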
# Target sequence (Q9H3R0 1-420 limits assumed): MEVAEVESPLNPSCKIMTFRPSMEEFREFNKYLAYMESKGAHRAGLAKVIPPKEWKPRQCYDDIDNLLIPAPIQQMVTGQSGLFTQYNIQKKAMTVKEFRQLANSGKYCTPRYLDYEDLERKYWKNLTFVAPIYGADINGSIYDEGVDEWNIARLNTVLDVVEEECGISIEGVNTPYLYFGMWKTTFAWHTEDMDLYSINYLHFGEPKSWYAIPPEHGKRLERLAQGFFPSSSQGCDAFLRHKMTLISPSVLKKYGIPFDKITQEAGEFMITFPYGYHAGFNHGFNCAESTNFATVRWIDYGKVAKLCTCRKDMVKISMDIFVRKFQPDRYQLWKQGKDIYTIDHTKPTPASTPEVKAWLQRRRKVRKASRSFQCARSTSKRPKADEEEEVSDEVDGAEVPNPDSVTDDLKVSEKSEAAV
# proCasp3 act = activators of human procaspase-3 D3A mutant, primary screen, biochemical, absorbance, PC-3 D3A mutant, single concentration; Caspase-3 (Homo sapiens), P42574; recombinant procaspase-3 D3A, Ac-DEVD-pNA absorbance 405 nm; activation, % at 8.5 µM; 0.11% of 330,000 active; AID 463141, 2010;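 active = activation above the mean of all tested compounds plus 3 SD, cut at about 21% in these data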;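 also: 0% = DMSO alone and 100% = DMSO wells spiked with extra 5 µM PC-3 D3A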
# Target sequence (P42574 whole entry D9A/D28A/D175A): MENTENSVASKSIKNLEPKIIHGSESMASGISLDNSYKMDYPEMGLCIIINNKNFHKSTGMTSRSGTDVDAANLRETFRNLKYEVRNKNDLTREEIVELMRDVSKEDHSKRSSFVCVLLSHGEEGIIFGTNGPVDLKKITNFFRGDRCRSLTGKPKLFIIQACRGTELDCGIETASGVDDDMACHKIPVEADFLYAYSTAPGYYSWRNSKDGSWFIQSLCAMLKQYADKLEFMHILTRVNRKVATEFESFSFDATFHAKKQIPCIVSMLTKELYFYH
#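 assay system = Procaspase-3 D3A mutant | signal = absorbance at 405 nm, 0 and 120 min | times = 1 h preincubation plus 2 h reaction at 25 °C | repeats = single replicate | read-out = % activation between DMSO and enzyme-spiked controls | medium = Zinc-free HEPES saline buffer with Triton X-100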
# LAP4-GFP MLPCN = modulators of LAP4-GFP expression in yeast, primary screen, S. cerevisiae, multiplex flow cytometry, MLPCN library. 3 h; median GFP as percent of DMSO wells. 0.34% of 320,000 active. GFP response vs DMSO, % at 10 µM. AID 2023, 2009;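 active = GFP response vs DMSO above a set limit, about the screen mean plus 3 SD, cut at about 150% in these data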
# MEP2 TOR yeast = modulators of MEP2-GFP levels in yeast, primary screen, S. cerevisiae, multiplex flow cytometry, MLPCN library; GFP response vs DMSO, % at 10 µM; S. cerevisiae MEP2-GFP strain, 3 h; 100% = DMSO control level; AID 2016, 2009; 0.51% of 330,000 active;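 active = GFP response versus DMSO above a set limit, roughly screen mean plus 3 SD, cut at about 180% in these data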;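 also: median GFP fluorescence of the barcode-gated MEP2-GFP cells per well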
# AHR act = AHR activators, primary screen, cell-based, luminescence, luciferase reporter, human; Aryl hydrocarbon receptor (Homo sapiens), P35869; AHR-responsive luciferase reporter cells; activation, % at 5 µM; 2.5% of 320,000 active; AID 2796, 2010; in the data active = activation above about 47%;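 also: 0% = vehicle wells and 100% = reference agonist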
# * hit, by the source's call; . = no result given; & = joins results of further samples.
SMILES,proCasp7 act,RPL19A TOR yeast,Yeast superoxide,JMJD2C inh,proCasp3 act,LAP4-GFP MLPCN,MEP2 TOR yeast,AHR act
O=S(=O)(Cc1ccccc1Cl)NCc1ccccc1,-1,95,104,17,6,100,101,-1
CCOC(=O)COc1coc(CN2CCN(c3ccccc3)CC2)cc1=O,3,105,105,-17,-2,105,102,1
Cn1c(Cn2c(=O)sc3ccccc32)nnc1SCC(=O)N1CCN(c2ccccc2)CC1,-1,99,87,5,0,99,105,1
CC1CC(C)CN(C(=O)CNS(=O)(=O)c2cccs2)C1 (stereo not drawn),6,98,98,-5,7,99,92,0
O=C(O)c1ccn[nH]1,4,99,86,-4,-5,107,109,2
O=C(CNC(=O)c1cccc(Cl)c1)N/N=C/C=C/c1ccccc1,-5,97,93,-3,6,103,94,5
Cc1cccc(NC(=O)NNS(=O)(=O)c2ccc(F)cc2)c1,4,101,96,-2,5,97,102,-4
O=S(=O)(N1CCOCC1)n1cnc2ccccc21,5,.,94,0,2,104,111,-4
CNc1oc(Cc2ccccc2)nc1S(=O)(=O)c1ccc(Cl)cc1,7,89,84,-5,-2,91,95,0
CC(C)(C)c1nc(Sc2ncccc2[N+](=O)[O-])n[nH]1,-1,98,129,-10,3,103,102,0
O=C(Nc1ccc(Cl)cc1)Nc1csc([N+](=O)[O-])c1,-4,98,96,-5,6,100,99,8
COc1cc2c(cc1C1C(C#N)=C(N)OC3=C1C(=O)CC(C)(C)C3)OCO2 (stereo not drawn),3,108,94,-2,-5,100,110,0
CSCCC(NC(=O)c1cccc(S(=O)(=O)N2CCOCC2)c1)c1nc2ccccc2[nH]1 (stereo not drawn),-4,94,72,18,6,89,97,3
CCC(C)C(=O)Nc1nc2c(s1)C(=O)CC(C)(C)C2 (stereo not drawn),6,99,90,-2,0,99,104,1
COc1cc(NC(=O)CN2C(=O)NC(c3ccccc3)(c3ccccc3)C2=O)cc(OC)c1,-2,99,95,1,2,100,103,1
COc1c(C)cccc1C(=O)Nc1ccc(N2CCN(C(=O)c3ccccc3C)CC2)cc1,7,100,94,-2,0,87,96,-5
C=CCOc1cccc(/C=C/c2nc3ccccc3c(=O)[nH]2)c1,11,96,100,-20,6,98,96,20
O=C(/C=C/c1ccccc1)NNC(=O)c1ccco1,0,98,95,5,-3,88,106,2
CCc1nnc(NS(=O)(=O)c2ccc(NCc3ccccc3O)cc2)s1,-14,79,99,-5,11,83,102,1
COc1ccc2nc3sc(C(=O)N4CCN(C)CC4)cc3cc2c1,2,99,75,9,-5,107,114,7
CN(C(=O)CCN1C(=O)/C(=C/c2ccccc2F)SC1=S)C1CCS(=O)(=O)C1 (stereo not drawn),10,96,97,14,-3,96,95,2
CC(=O)c1cc(-c2ccccc2)[nH]c1N1CCOCC1,-10,99,93,0,1,101,103,3
COCCCNC(=O)CCN1C(=O)COc2ccccc21,13,98,109,-8,10,99,98,-1
COc1ccc(-c2noc(CN(C)C(=O)c3ccc4c(c3)OCO4)n2)cc1OC,3,102,95,3,8,90,102,1
O=[N+]([O-])c1ccc(-[n+]2ccc3ccccc3c2)c([N+](=O)[O-])c1,-8,97,97,-2,-3,101,97,-3
CC(=O)Nc1ccc(-n2c(=O)c3ccccc3c3ccccc3c2=O)cc1,1,105,97,-24,5,107,99,1
O=C(O)CN1C2=NCCCN2c2ccccc21,-12,93,104,-10,5,98,93,1
Cc1ccc2nc(Cl)c(/C=N/n3c(C)nnc3C)cc2c1,6,111,120,-8,-10,105,103,6
O=C(O)CC(NC(=O)CC(c1ccccc1)c1ccccc1)c1cccc([N+](=O)[O-])c1 (stereo not drawn),10,103,104,-20,3,92,107,0
Cc1ccccc1OCC(=O)NC(=S)Nc1ccc(N2CCOCC2)c(Cl)c1,-13,93,93,10,-6,89,93,0
CCN1C(=O)[C@H]2[C@@H](c3ccc(-c4ccc(F)cc4)cc3)N[C@@](Cc3ccccc3)(C(=O)OC)[C@H]2C1=O,-2,99,106,0,9,133,102,0
COc1ccc(C)cc1NC(=O)CCNC(=O)c1ccco1,4,107,115,-5,-6,93,105,2
Cc1cc(S(=O)(=O)NCc2ccco2)c(C)s1,-4,98,102,14,-8,90,94,0
Cc1cccc([N+](=O)[O-])c1NC(=O)CN(Cc1ccccc1)Cc1ccccc1,5,105,88,-4,9,93,103,1
COc1ccc2c(c1)c1nc3ccccc3nc1n2Cc1ccc(OC)c(OC)c1,3,98,113,-19,4,95,95,10
COCC(=O)NC1CCN(S(=O)(=O)c2cccc(C(C)=O)c2)CC1,0,89,110,-9,-5,108,112,3
CCOC(=O)c1c(NC(=O)/C=C/C(=O)O)sc(C)c1-c1ccc(Cl)cc1,-1,94,114,-7,-5,118,100,-2
CC1CC(NS(=O)(=O)c2cc3c4c(c2)CCN4C(=O)CC3)CC(C)(C)C1 (stereo not drawn),7,96,105,0,-8,104,98,1
NNC(=O)Cn1nc(-c2ccccc2)c2ccccc2c1=O,.,103,90,-2,.,96,105,.
CCC(C)(CC(=O)Nc1nccs1)c1ccccc1 (stereo not drawn),3,108,94,8,4,85,105,8
COc1cc(NC(=O)c2ccco2)c(OC)cc1NC(=O)CSc1ncc(-c2ccc(F)cc2)[nH]1,1,98,86,27,-2,101,98,13
COc1cccc(NC(=S)N(CCCN2CCOCC2)C(C)c2cc3cccc(OC)c3o2)c1 (stereo not drawn),-15,97,87,2,-6,98,90,-1
CCOc1ncccc1C(=O)OCC(=O)c1cccc(Br)c1,5,95,94,-9,-3,115,101,0
c1ccc(Cc2nnc(N3CCOCC3)c3ccccc23)cc1,0,91,94,-7,2,85,93,7
C=CC[C@@H](CC(=O)NCCO)C(=O)NC[C@H](OC(=O)[C@@H](CC=C)Cc1ccc(F)cc1)c1ccccc1,18,96,110,15,1,98,93,-1
COc1ccc(S(=O)(=O)N[C@@H](Cc2ccc(Cl)cc2)C(=O)N2CC[C@@]3(O)CCCC[C@H]3C2)cc1,12,98,111,-2,8,95,103,-1
CN(Cc1nc2ccc(Cl)cc2[nH]1)Cc1nc(-c2cnccn2)no1,-3,100,89,-2,3,95,97,5
CCOc1ccc(N2C(=O)CC(N(Cc3ccco3)C(=O)CCC(=O)O)C2=O)cc1 (stereo not drawn),-9,97,89,-4,-3,98,95,-1
N/C(=N\OC(=O)C1CCCCC1)c1ccccn1,-7,98,95,3,3,107,106,-6
Cc1nc(C)c(-c2csc(Nc3ccc(O)c(C(=O)O)c3)n2)s1,.,107,102,27,.,105,108,.
CCOc1ccc(-c2cc(C(=O)O)c3ccccc3n2)cc1,12,100,95,-9,1,102,98,2
C=CCNC(=O)c1c(CSc2ccc(Cl)cc2)noc1C(=O)NCCC,4,101,99,-3,1,108,96,2
O=C(CSc1nc2ccccc2s1)Nc1ccc(N2CCOCC2)c(Cl)c1,-6,106,107,-3,1,103,103,17
CC(C)(C)c1ccc(C(=O)NNc2cc(Cl)cc(Cl)c2)cc1,-2,94,108,-9,-5,101,91,3
CC1(C)CCc2cc(-c3ccn(S(=O)(=O)c4ccccc4Cl)n3)ccc2O1,-5,95,113,8,-12,101,83,1
CC(C)(C)[C@@H]1COC(=O)[C@H](Cc2ccc(F)cc2)CC/C=C\C[C@@H](CC(=O)NCCO)C(=O)N1,4,105,101,.,5,100,106,1
COc1ccc(NC(C)=O)cc1NC(=O)CSc1nnc(-c2ccc(F)cc2)n1N,8,86,93,1,2,87,95,1
Cc1ccsc1C(=O)NCCc1ccc(S(N)(=O)=O)cc1,0,102,112,13,-1,92,98,0
Cc1sc2ncn(CC(=O)N(CC(=O)NC3CCCC3)Cc3cccs3)c(=O)c2c1C,-2,103,93,-3&9,2,103,104,-3
COC(=O)c1cc(C(=O)OC)n(Cc2ccc(Br)cc2)n1,11,111,104,-15,1,117,105,-5

# Among those listed so far, these contain an aryl thioether with sulfur outside any ring:
SMILES,proCasp7 act,RPL19A TOR yeast,Yeast superoxide,JMJD2C inh,proCasp3 act,LAP4-GFP MLPCN,MEP2 TOR yeast,AHR act
Cn1c(Cn2c(=O)sc3ccccc32)nnc1SCC(=O)N1CCN(c2ccccc2)CC1,-1,99,87,5,0,99,105,1
CC(C)(C)c1nc(Sc2ncccc2[N+](=O)[O-])n[nH]1,-1,98,129,-10,3,103,102,0
COc1cc(NC(=O)c2ccco2)c(OC)cc1NC(=O)CSc1ncc(-c2ccc(F)cc2)[nH]1,1,98,86,27,-2,101,98,13
C=CCNC(=O)c1c(CSc2ccc(Cl)cc2)noc1C(=O)NCCC,4,101,99,-3,1,108,96,2
O=C(CSc1nc2ccccc2s1)Nc1ccc(N2CCOCC2)c(Cl)c1,-6,106,107,-3,1,103,103,17
COc1ccc(NC(C)=O)cc1NC(=O)CSc1nnc(-c2ccc(F)cc2)n1N,8,86,93,1,2,87,95,1

# Next part:
SMILES,proCasp7 act,RPL19A TOR yeast,Yeast superoxide,JMJD2C inh,proCasp3 act,LAP4-GFP MLPCN,MEP2 TOR yeast,AHR act
Nc1nc(-c2ccc3c(c2)CCCC3)cs1,-3,101,84,.,-2,108,102,0
O=C(CNS(=O)(=O)c1ccc2c(c1)OCCCO2)N1CCN(Cc2ccccc2)CC1,3,102,91,.,2,110,104,1
Cc1c(C(=O)Nc2ccc(S(N)(=O)=O)cc2)oc2ccc(Cl)cc12,-1,97,100,-13,0,94,97,-5
O=C(NCc1cccs1)C(=O)NCC(c1ccco1)N1CCN(c2ccccc2F)CC1 (stereo not drawn),-7,95,108,7,4,92,101,3
O=C(Nc1csnn1)c1csnn1,-11,103,103,2,-10,94,108,15
O=C(/C=C/Nc1ccc(Oc2ccccc2Cl)cc1)c1ccco1,-9,102,113,-7,-5,101,100,9
Cc1ccc(NC(=O)c2ccccc2[N+](=O)[O-])nc1,2,111,107,-7,4,106,114,0
O=S(=O)(NCCOc1ccccc1F)c1ccc(Cl)cc1F,14,97,106,3,5,95,100,5
CN(C)c1ccc(/C=N/n2c(-c3cccnc3)n[nH]c2=S)cc1,-11,105,106,-1,-3,91,105,-2
COc1ccc(C(=O)NC(=S)Nc2ccccc2N2CCCCC2)cc1[N+](=O)[O-],-18,102,96,-2,-3,93,98,10
O=C(Cn1nc2n(c1=O)-c1ccccc1SC2)N/N=C/c1cccs1,-1,99,94,-5,6,100,97,1
O=C(NC1CCCN(c2ccc(C(F)(F)F)cn2)C1)c1cc(Cl)ccc1F (stereo not drawn),5,100,97,-11,7,111,95,-3
COc1cccc(CNC(=O)C2CCN(S(=O)(=O)N3CCC4(CC3)OCCO4)CC2)c1,0,106,101,1,7,92,88,1
COc1cccc(CNC(=O)C(=O)NCCC2CCCCN2S(=O)(=O)c2ccccc2)c1 (stereo not drawn),9,101,92,-262,-4,105,104,0
O=C(/C=C/c1ccccc1O)c1ccc(Cl)cc1,3,94,98,3,0,130,100,66*
Cc1cccc(C(=O)N2CCN(c3ccc(C(F)(F)F)cn3)CC2)c1C,4,94,104,-14,-4,88,95,-2
